Screening data deposited in PubChem BioAssay by Sanford-Burnham Center for Chemical Genomics.
SENP1 FRET inh – blocks the human SENP1 SUMO protease catalytic domain; Q9P0U3; recombinant SENP1 catalytic domain, CyPet-SUMO1-YPet FRET cleavage; inhibition, % at 10 µM; hit rate 0.21% among 360,000;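 active = inhibition at least 30% at 10 µM, raw YFP signal under a set limit, fluorescence ratio 0.5 to 1.5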;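 note: 0% = enzyme with DMSO and 100% = no enzyme wells; some results filed as inactive read as strong as hits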
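Test system: recombinant human SENP1 catalytic domain, His6-tagged / Medium: pH 8 Tris buffer with EDTA, NaCl, BME, BSA, NP40, catalase / Also added: SUMO1 FRET substrate flanked by Cypet and Ypet, 25 nM / Times: 50 min reaction at room temperature / Signal: FRET, CFP and YFP emission / Control set: no-enzyme low control and enzyme-plus-DMSO high control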
A3G deaminase – inhibitors of human APOBEC3G DNA deaminase; Q9HC16; recombinant A3G, ssDNA deamination FAM/TAMRA fluorescence; inhibition, % at 20 µM; hit rate 0.28% among 330,000; AID 493012;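 active = inhibition of at least 40% at 20 µM, with no more than 30% in the related APOBEC3A deaminase screen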;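 note: plate controls were DMSO wells with A3G for no effect and wells lacking A3G enzyme for full effect; some compounds called inactive have numbers as strong as hits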
Target sequence (Q9HC16 whole entry, looked up): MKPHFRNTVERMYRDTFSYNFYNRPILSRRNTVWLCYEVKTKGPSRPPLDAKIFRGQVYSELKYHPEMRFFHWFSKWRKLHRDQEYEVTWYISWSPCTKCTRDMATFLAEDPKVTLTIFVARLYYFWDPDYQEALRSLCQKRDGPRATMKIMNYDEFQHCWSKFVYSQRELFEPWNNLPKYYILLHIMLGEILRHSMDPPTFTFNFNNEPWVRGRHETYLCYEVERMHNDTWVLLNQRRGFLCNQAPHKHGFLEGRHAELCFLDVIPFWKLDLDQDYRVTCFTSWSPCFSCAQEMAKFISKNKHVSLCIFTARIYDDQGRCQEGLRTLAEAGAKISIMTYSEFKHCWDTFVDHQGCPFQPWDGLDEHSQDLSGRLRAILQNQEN
hIAP block – human IAP inhibition | P09923 | purified IAP, CDP-Star luminescence, 30 min | inhibition, % at 10 µM | hit rate 0.12% among 330,000;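 active = inhibition reaching a set limit with compound at 10 µM in the primary screen, cut at about 35% in these data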;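 note: plate controls were DMSO wells with enzyme for no effect and no-enzyme buffer wells for full effect; values of inactives mirror those of a sister screen read the other way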
Target sequence (P09923 whole entry, looked up): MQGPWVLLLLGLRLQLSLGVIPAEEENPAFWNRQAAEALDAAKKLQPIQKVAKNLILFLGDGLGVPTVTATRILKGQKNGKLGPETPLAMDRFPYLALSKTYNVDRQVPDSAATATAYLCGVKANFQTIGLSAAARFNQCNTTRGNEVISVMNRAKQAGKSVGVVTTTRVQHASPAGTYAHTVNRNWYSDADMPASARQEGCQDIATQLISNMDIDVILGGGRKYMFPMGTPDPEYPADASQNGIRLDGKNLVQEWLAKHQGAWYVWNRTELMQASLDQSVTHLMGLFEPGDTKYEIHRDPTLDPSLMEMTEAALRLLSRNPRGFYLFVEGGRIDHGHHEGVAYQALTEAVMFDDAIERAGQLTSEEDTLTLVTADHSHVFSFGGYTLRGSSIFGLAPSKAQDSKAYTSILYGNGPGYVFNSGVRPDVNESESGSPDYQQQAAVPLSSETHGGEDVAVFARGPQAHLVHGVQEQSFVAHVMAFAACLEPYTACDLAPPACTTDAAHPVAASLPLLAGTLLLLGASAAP
NALP3 yeast inh – blocks the NALP3 inflammasome reconstituted in yeast. Yeast reconstituted NLRP3/ASC/caspase-1, beta-gal luminescence, 24 h. inhibition, % at 10 µM. hit rate 0.39% among 330,000;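 active = inhibition of 50% or more; inactive = inhibition below 50%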;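 note: plate controls were induced DMSO wells for no effect and uninduced yeast grown without galactose for full effect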
mIAP act – increases mouse intestinal alkaline phosphatase activity; muIAP, CDP-Star luminescence, 30 min; hits give high values; 1 = vehicle-only enzyme signal, 0 = enzyme-free wells; activation factor at 10 µM; hit rate 0.24% among 330,000; AID 2805;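 active = activation factor of at least 2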; note: the source names both 10 and 20 µM as test concentration; values of inactives mirror those of a sister screen read the other way
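Assay system: mouse IAP enzyme; reagent: chemiluminescent substrate CDP-Star; dosing: test compounds delivered from DMSO solution; schedule: 30 min at room temperature; measured by: luminescence from enzymatic CDP-Star hydrolysis; controls: DMSO-only wells and no-enzyme negative control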
APOBEC3A inh – inhibitors of human APOBEC3A DNA deaminase. hit rate 0.41% among 330,000. recombinant A3A, FAM/TAMRA ssDNA deamination fluorescence. P31941. inhibition, % at 20 µM. AID 493011;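 active = at least 40% inhibition at 20 µM here, with at most 30% in a related deaminase screen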;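 note: plate controls were A3A with DMSO for no effect and wells lacking A3A enzyme for full effect; some results filed as inactive read as strong as hits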
Target sequence (P31941 whole entry, looked up): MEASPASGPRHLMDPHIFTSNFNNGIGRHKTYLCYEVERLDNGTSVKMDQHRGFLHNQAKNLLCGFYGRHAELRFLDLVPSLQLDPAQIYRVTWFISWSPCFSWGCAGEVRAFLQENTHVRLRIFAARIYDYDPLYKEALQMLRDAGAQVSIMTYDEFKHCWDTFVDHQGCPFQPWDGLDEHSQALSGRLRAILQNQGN
hIAP activ – increases human intestinal alkaline phosphatase activity; hit rate 0.16% among 330,000; purified human IAP, CDP-Star luminescence, 30 min; hits give high values; 1 = vehicle-only enzyme, 0 = enzyme-free background; P09923; activation factor at 10 µM;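 active = activation factor of the enzyme at least 2-fold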; note: the source names both 10 and 20 µM as test concentration; values of inactives mirror those of a sister screen read the other way
beta cell repl – MIN6 beta-cell proliferation induction; MIN6 cells proliferation, ATPlite luminescence, 48 h; cells starved in 0.2% serum; 100% = growth in 10% serum; hit rate 0.29% among 330,000; AID 2380; proliferation, % at 10 µM;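 active = compounds whose signal lies at least 3.5 SD above the mean of all wells on their plate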;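 note: 0% = DMSO-treated cells in low-serum medium and 100% = 10% serum control; some compounds called inactive have numbers as strong as hits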
mIAP block – blocks mouse intestinal alkaline phosphatase | hit rate 0.2% among 330,000 | inhibition, % at 10 µM | purified mouse IAP, CDP-Star luminescence, 30 min | AID 2806;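 active = inhibition of at least 40% at 10 µM in the primary screen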;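 note: plate controls were DMSO with enzyme for no effect and no enzyme wells for full effect; values of inactives mirror those of a sister screen read the other way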
Active calls of the source: *; x = no result given. These rows are one share of the data; count on the stated rates, not on these rows.

SMILES | SENP1 FRET inh | A3G deaminase | hIAP block | NALP3 yeast inh | mIAP act | APOBEC3A inh | hIAP activ | beta cell repl | mIAP block
C[C@H](CO)N1C[C@H](C)[C@@H](CN(C)S(=O)(=O)c2cccs2)Oc2c(NC(=O)C3CCCCC3)cccc2C1=O | 3 | -9 | -12 | 18 | 1.1 | -3 | 1.1 | 2 | -7
COc1ccc(S(=O)(=O)N2CCCCC2)cc1NC(=O)Cn1cnc2ccccc2c1=O | 0 | -2 | 5 | 19 | 0.94 | -2 | 0.95 | -3 | 6
N/C(=N\OC(=O)CCC1CCCC1)c1ccccn1 | 1 | -1 | -1 | 29 | 1 | 0 | 1 | 0 | -2
Cc1oc(-c2ccccc2)cc1C(N)=O | 1 | 0 | 10 | 24 | 1 | 2 | 0.9 | 3 | -4
Cn1c(CCNS(=O)(=O)c2ccccc2)nnc1SCc1cccnc1 | 1 | -1 | -20 | -16 | 1 | -3 | 1.2 | -2 | -2
Cc1ccc(C(=O)n2nc(-c3ccco3)nc2N)cc1 | 4 | 2 | 7 | 1 | 1.1 | 0 | 0.93 | -2 | -6
O=C(c1cc2ccccc2oc1=O)N(c1ccc(Cl)cc1)C1C=CS(=O)(=O)C1 (stereo not given) | 0 | -4 | 15 | 15 | 0.91 | -4 | 0.85 | -4 | 9
COc1ccc(CCNC(=O)C(=O)c2cn(CC(=O)N3CCOCC3)c3ccccc23)cc1OC | 0 | 0 | 10 | 10 | 1 | -2 | 0.9 | -3 | 0
Cc1n[nH]c(C)c1S(=O)(=O)NCCc1ccc(Cl)cc1 | 3 | -3 | -11 | -7 | 1 | 2 | 1.1 | -1 | -4
CCOC(=O)CSc1nc(N)c(C(=O)Nc2ccc(N(C)C)cc2)s1 | 7 | -1 | 13 | -12 | 0.86 | -3 | 0.87 | -6 | 14
O=C(Nc1nccs1)c1ccc(-c2ccc(F)cc2)o1 | -1 | -13 | 6 | -39 | 0.95 | -3 | 0.94 | -4 | 5
CC(C)C(=O)Nc1ccc2nn(-c3ccccc3)nc2c1 | 3 | -7 | 20 | 30 | 1 | -1 | 0.8 | 1 | -2
CCc1ccc(NC(=O)Cc2ccc(-n3cccc3)cc2)cc1 | -5 | 2 | 7 | 23 | 0.98 | 11 | 0.93 | -2 | 2
Cc1ccc(S(=O)(=O)N(C)c2c(C)ccc(S(=O)(=O)N3CCN(C=O)CC3)c2C)cc1 | 1 | -3 | -3 | -8 | 1.1 | 4 | 1 | 2 | -7
Cc1ccc(N/C(N)=N/c2nc(CSc3ccccn3)cc(=O)[nH]2)c(C)c1 | -3 | -4 | -51 | -10 | 1.2 | -2 | 1.5 | 4 | -23
COc1cccc(CCc2nnc(CCC(=O)NCCC3CCCCO3)o2)c1 (stereo not given) | 1 | -5 | -12 | 8 | 1 | -3 | 1.1 | 0 | -3
O=S(=O)(c1ccc(Cl)cc1)n1ccc(-c2cccc(OCc3c(F)cccc3Cl)c2)n1 | 0 | -3 | 6 | 2 | 0.92 | -3 | 0.94 | -5 | 8
Cc1cc(C)c(NC(=O)c2ccccc2CCc2ccccc2)c(C)c1 | 2 | 0 | 4 | -8 | 0.99 | 0 | 0.96 | 1 | 1
CC(C)CC(NC(=O)c1ccccc1)C(=O)OCC(=O)Nc1ccc(Br)cn1 (stereo not given) | 4 | 0 | 17 | -6 | 1.1 | 4 | 0.83 | 2 | -7
Cc1cc(CSc2ccccc2)ccc1NC(=O)c1ccc(C)c([N+](=O)[O-])c1 | -3 | -4 | -10 | -8 | 0.88 | -5 | 1.1 | -2 | 12
COC(=O)c1cccc(NC(=O)c2cccc([N+](=O)[O-])c2)c1 | 1 | 0 | 8 | 24 | 1 | 0 | 0.92 | 0 | -1
O=C(NCC(c1ccco1)N1CCc2ccccc21)c1c(F)cccc1F (stereo not given) | -1 | -6 | 6 | 23 | 1 | -1 | 0.94 | 0 | -1
COc1cc(NC(=O)CSc2ncnc3scc(-c4ccccc4)c23)c(C(=O)O)cc1OC | -3 | -8 | 10 | 19 | 0.88 | -1 | 0.9 | -2 | 12
CC(C)(C)NS(=O)(=O)c1ccc(CCC(=O)Nc2ccc3c(c2)OCCO3)cc1 | 1 | -4 | 5 | 7 | 0.95 | 0 | 0.95 | -4 | 5
CCCCNc1ncnc2c1cnn2-c1ccc(Cl)cc1 | -6 | -8 | 2 | 14 | 1.1 | -4 | 0.98 | -3 | -9

Going on with the list:
SMILES | SENP1 FRET inh | A3G deaminase | hIAP block | NALP3 yeast inh | mIAP act | APOBEC3A inh | hIAP activ | beta cell repl | mIAP block
O=C(Nc1ccc2nc(-c3cccs3)c(-c3cccs3)nc2c1)N1CCOCC1 | -24 | 2 | -19 | -9 | 0.98 | -1 | 1.2 | -4 | 2
CCC(=O)Nc1ccc(N2CCN(Cc3ccccc3)CC2)cc1 | 0 | -5 | 8 | 10 | 1 | -6 | 0.93 | -1 | -1
O=C(N/N=C/c1ccc([N+](=O)[O-])o1)c1cn(-c2ccccc2)nc1-c1ccc(F)cc1 | x | 1 | -14 | 26 | 0.81 | 3 | 1.1 | -3 | 19
COC(=O)C(C)Sc1nc2c(c(=O)n1-c1ccccc1)SCC2 (stereo not given) | 2 | -4 | -2 | -10 | 1.1 | -4 | 1 | -4 | -8
COc1cc2nc(N3CCN(C(=O)OCc4ccccc4)[C@H](C(=O)NC(C)(C)C)C3)nc(N)c2cc1OC | -1 | -5 | 9 | 9 | 1.1 | -2 | 0.91 | -8 | -12
CC1CC(C)(C)CC2(C1)NC(=O)N(CC(=O)Nc1c(F)cccc1F)C2=O (stereo not given) | -1 | -5 | 10 | 10 | 0.97 | -3 | 0.9 | 6 | 3
CCOc1ccc(NC(=O)CN(C)C(=O)CSC(C)C(=O)Nc2cc(C)on2)cc1OCC (stereo not given) | -2 | -3 | -7 | 11 | 1 | -4 | 1.1 | -2 | -1
COc1ccc(C(=O)Nc2nc(-c3ccc([N+](=O)[O-])cc3)c(-c3ccccc3)s2)cc1 | 7 | -5 | 27 | 26 | 0.87 | -5 | 0.73 | -3 | 13
COc1cccc(CN(C)CC(=O)Nc2c(C)cccc2C(C)C)c1 | -2 | -4 | -5 | 4 | 1 | 3 | 1.1 | -1 | -2
COc1ccc(-c2nn(-c3ccccc3)cc2C(=O)Nc2nc(CC(C)=O)ns2)cc1 | 1 | -4 | -18 | 21 | 0.98 | 1 | 1.2 | -7 | 2
COc1cccc(/C=N/NC(=O)CNC(=O)c2cccs2)c1O | -9 | -7 | -81 | -1 | 1.2 | -2 | 1.8 | -5 | -17
NNC(=O)c1cc(C23CC4CC(CC(C4)C2)C3)[nH]n1 | 2 | -6 | -32 | 6 | 0.96 | -8 | 1.3 | -2 | 4
O=C1CCCc2cc(S(=O)(=O)N3CCC(C(=O)NCc4ccccc4)CC3)ccc2N1 | 0 | -3 | -8 | 9 | 1.1 | -3 | 1.1 | -5 | -12
Cc1ccc(-n2ncc(C#N)c2N)cc1 | -2 | -3 | 2 | 4 | 1.1 | -5 | 0.97 | -1 | -7
O=C(Nc1nccs1)c1cccc(N2C(=O)C3C4C=CC(C4)C3C2=O)c1 (stereo not given) | 2 | -7 | 15 | 6 | 0.97 | 0 | 0.85 | -1 | 3
COc1ccc(N(CC(=O)NCc2cccc(OC)c2)S(=O)(=O)c2c(C)noc2C)cc1 | 0 | -8 | 10 | 6 | 1 | -4 | 0.9 | -1 | -1
CCCCc1[nH]c(=O)c(C#N)c2c1CSC(C)(C)C2 | -30 | -2 | -5 | 1 | 0.97 | 2 | 1.1 | -1 | 3
O=C(N/N=C/c1ccc(O)c([N+](=O)[O-])c1)c1ccncc1 | 5 | -1 | 3 | -18 | 0.88 | 0 | 0.97 | -3 | 12
Cc1cc(C)c(C(=O)COC(=O)[C@H](C)Nc2ccc(C(F)(F)F)cc2[N+](=O)[O-])c(C)c1 | 0 | -2 | 12 | -3 | 0.86 | -1 | 0.88 | -3 | 14
COC(=O)c1cnc(Nc2cc(C)ccc2OC)c2ccccc12 | -15 | -4 | -12 | 23 | 1.1 | -4 | 1.1 | 4 | -5
Cc1noc(C)c1C(=O)NNc1ccc(C(C)C)cc1 | 2 | 46* | -6 | 9 | 1 | -2 | 1.1 | -2 | -5
Cc1ccc(OS(=O)(=O)c2c(C)nn(C)c2Cl)c(C)c1 | 1 | -9 | 0 | 48 | 0.94 | -4 | 1 | 5 | 6
CC(NS(=O)(=O)c1ccc(CCC(=O)NCc2ccco2)cc1)c1ccccc1 (stereo not given) | 0 | -1 | 3 | 7 | 0.97 | 0 | 0.97 | 1 | 3
O=C(COC(=O)c1cc(S(=O)(=O)N2CCOCC2)ccc1Cl)Nc1ccc2c(c1)OCO2 | -3 | -2 | 0 | 6 | 1.1 | -1 | 1 | 0 | -10
O=C(COCc1cc(-c2ccco2)on1)NC1CCCCC1 | -2 | 3 | -2 | 17 | 1.1 | 5 | 1 | -5 | -8

New compounds follow:
SMILES | SENP1 FRET inh | A3G deaminase | hIAP block | NALP3 yeast inh | mIAP act | APOBEC3A inh | hIAP activ | beta cell repl | mIAP block
CC(c1ccccc1)N(CC(=O)NC1CCCCC1)S(=O)(=O)c1cccc(C(F)(F)F)c1 (stereo not given) | 3 | 0 | -6 | 15 | 0.92 | 2 | 1.1 | -3 | 8
Cc1ccnc(NCc2cccc3ccccc23)c1 | -1 | -3 | -4 | 41 | 1.1 | -3 | 1 | -1 | -12
Cc1ccc(C(=O)OC(C)C(=O)NC2CCCCC2)cc1S(=O)(=O)N1CCCCC1 (stereo not given) | 4 | -4 | 9 | 11 | 1.1 | -1 | 0.91 | 5 | -13
CCn1cc(C2=NOC(C(=O)Nc3ccccc3C(=O)OC)C2)c(C)n1 (stereo not given) | 0 | -1 | -5 | 2 | 0.95 | 3 | 1.1 | -3 | 5
COc1cc([N+](=O)[O-])ccc1NC(=O)Nc1ccc2c(c1)OCCO2 | 4 | -10 | 3 | 19 | 0.99 | -3 | 0.97 | 0 | 1
CCCc1nc2ccccc2c(C(=O)OCC(=O)c2ccc3c(c2)NC(=O)CO3)c1CC | -1 | 1 | -16 | 15 | 1 | 0 | 1.2 | -5 | -2
O=C(CSc1nccc(=O)[nH]1)N1CCN(c2ccccc2)CC1 | -15 | -3 | 9 | 15 | 1 | -2 | 0.91 | -2 | -5
Cc1cc(C)c2[nH]c(C(=O)N3CCC(n4nccc4NC(=O)C4CC4)CC3)c(C)c2c1 | 0 | -9 | -31 | 13 | 1.1 | -1 | 1.3 | -5 | -10
CNCCNC[C@H](Cc1cccc2ccccc12)NCCc1ccccc1 | -1 | -3 | -2 | 4 | 0.94 | -3 | 1 | -6 | 6
COc1ccc(OC)c2c1CC(C)(C)NC2=O | -2 | -7 | 2 | 15 | 0.95 | -2 | 0.98 | -2 | 5
CCOc1ccc(NC(=O)N[C@@H](Cc2ccccc2)C(=O)O)cc1 | 0 | -4 | 1 | 6 | 1 | -1 | 0.99 | 1 | 0
CC(=O)Nc1cccc(-c2nn[nH]n2)c1 | -1 | 2 | 8 | 19 | 1.1 | 8 | 0.92 | -1 | -9
